NCOA1 inh: SRC1 coactivator transcriptional activity inhibitors, primary screen, cell-based, luminescence | Nuclear receptor coactivator 1 (Homo sapiens), Q15788 | HEK293 GAL4-SRC1 luciferase reporter | inhibition, % at 3.6 µM | hit rate 0.12% among 360,000;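 active means inhibition above the campaign mean plus 3 SD, with each screening campaign given its own cutoff, cut at about 60% in these data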;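 further: 0% = DMSO treated cells and 100% = gossypol at 36 µM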
TROY signal inh: inhibitors of TROY-driven NF-kB signaling, primary screen, Q293 LMP1-TROYcd cells, NF-kB luciferase, uHTS | Q293 LMP1-TROYcd NF-kB luciferase reporter, 4 h | inhibition, % at 10 µM | hit rate 0.98% among 360,000;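 active means compounds whose plate-normalised and pattern-corrected inhibition of the luciferase reporter signal at the single screening dose is 50% or more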
TWEAK Fn14 block: inhibitors of TWEAK-Fn14 signaling, primary screen, luciferase reporter cells, uHTS; hit rate 2% among 360,000; AID 1159606, 2016; inhibition, % at 10 µM; TWEAK-stimulated Fn14 reporter cells, luciferase luminescence, 8 h; in the data active means inhibition above about 50%
EBV LMP1 NFkB: EBV LMP1-driven NF-kappaB luciferase reporter inhibitors, primary screen, cell-based, luminescence, single point; LMP1-induced NF-kappaB luciferase reporter cells; hit rate 0.69% among 350,000; inhibition, % at 12.5 µM; AID 504558, 2011; in the data active means inhibition above about 41%;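 further: 0% = neutral control wells and 100% = reference inhibitor control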
NR5A2 inv ag: LRH-1 (NR5A2) inverse agonists, primary screen, cell-based, luminescence, HEK293T, StAR-luciferase reporter | LRH-1 transfected, 24 h | inhibition, % at 3.6 µM | hit rate 0.13% among 360,000;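 active means inhibition above the mean inhibition of all tested compounds plus 3 SD, cut at about 73% in these data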;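 further: 0% = DMSO wells and 100% = reporter-only cells lacking LRH-1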
Target sequence (O00482 whole entry, looked up): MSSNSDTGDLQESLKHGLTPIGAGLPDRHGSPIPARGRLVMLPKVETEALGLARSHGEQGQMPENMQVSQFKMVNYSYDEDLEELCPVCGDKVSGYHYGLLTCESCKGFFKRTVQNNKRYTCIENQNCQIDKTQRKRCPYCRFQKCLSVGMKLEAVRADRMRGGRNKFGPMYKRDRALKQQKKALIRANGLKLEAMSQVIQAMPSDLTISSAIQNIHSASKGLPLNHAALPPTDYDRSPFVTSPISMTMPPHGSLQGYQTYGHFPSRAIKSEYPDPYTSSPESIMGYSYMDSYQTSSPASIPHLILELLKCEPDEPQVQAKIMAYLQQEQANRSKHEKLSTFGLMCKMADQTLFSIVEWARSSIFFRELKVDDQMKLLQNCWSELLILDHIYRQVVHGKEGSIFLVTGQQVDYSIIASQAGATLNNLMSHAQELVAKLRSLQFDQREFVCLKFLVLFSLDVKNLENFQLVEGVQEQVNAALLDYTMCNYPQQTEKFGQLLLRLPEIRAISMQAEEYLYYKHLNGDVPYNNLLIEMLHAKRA
CF NFkB block: inhibitors of PAF-induced NF-kB signaling, primary screen, cell-based, GFP fluorescence, uHTS | KKLEB NF-kB-GFP reporter, GFP fluorescence overnight | inhibition, % at 5 µM | hit rate 0.86% among 360,000;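 active means at least 50% inhibition at 5 µM, scaled per plate between neutral and stimulator controls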;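 further: PAF is a Pseudomonas aeruginosa culture filtrate used as stimulus; plate controls were PAF-stimulated DMSO wells for no effect and unstimulated DMSO wells for full effect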
NCOA3 inh: SRC3 coactivator transcriptional activity inhibitors, primary screen, cell-based, luminescence | HEK293 GAL4-SRC3 luciferase reporter | AID 588352, 2011 | inhibition, % at 3.6 µM | Nuclear receptor coactivator 3 (Homo sapiens), Q9Y6Q9 | hit rate 0.17% among 360,000;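 active means inhibition above a per-campaign cutoff, the mean of all compounds plus 3 SD, cut at about 60% in these data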;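 further: 0% = DMSO-treated cells and 100% = gossypol-treated cells at 36 µM; higher means less SRC3-driven luciferase light from the GAL4 reporter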
NR2F2 inh: NR2F2 transcriptional activity inhibitors, primary screen, cell-based, luciferase reporter, HEK293T, luminescence; COUP transcription factor 2 (Homo sapiens), P24468; HEK293T NGFI-A luciferase reporter; inhibition, % at 8.6 µM; hit rate 0.7% among 370,000; AID 686940, 2013;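 active means inhibition above a per-plate cutoff, mean inhibition of test wells between control levels plus 3 SD, cut at about 38% in these data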;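 further: cells cotransfected with COUP-TFII expression vector driving the NGFI-A reporter; 0% = median of COUP-TF2 test wells and 100% = reporter-only cells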
Target sequence (P24468 whole entry, looked up): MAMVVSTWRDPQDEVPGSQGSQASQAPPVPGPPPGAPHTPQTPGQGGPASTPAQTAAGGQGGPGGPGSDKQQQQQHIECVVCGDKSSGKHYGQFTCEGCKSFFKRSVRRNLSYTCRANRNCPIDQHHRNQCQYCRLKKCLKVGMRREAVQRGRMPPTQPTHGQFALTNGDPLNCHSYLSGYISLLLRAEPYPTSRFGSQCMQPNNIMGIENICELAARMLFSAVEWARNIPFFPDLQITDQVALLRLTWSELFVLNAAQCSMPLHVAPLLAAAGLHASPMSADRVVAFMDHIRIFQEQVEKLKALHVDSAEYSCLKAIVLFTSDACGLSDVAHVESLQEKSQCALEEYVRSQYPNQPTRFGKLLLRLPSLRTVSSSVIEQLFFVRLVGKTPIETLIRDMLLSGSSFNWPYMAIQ
Shn3 3UTR inh: reduction of Shn3 3'UTR firefly luciferase signal, primary screen, Schnurri-3 inhibitor project, cell-based, Clone20 osteoblasts, set 2 | Clone20 osteoblast Shn3 3'UTR firefly luciferase, 24 h | inhibition, % at 12.5 µM | hit rate 0.52% among 360,000;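 active means mean inhibition of at least 75% with every replicate also reaching 75%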;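 further: 0% = median of neutral control wells and 100% = pilot-screen positive control compound; some compounds past the cut are filed as inactive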
KKLEB cytotox: cytotoxicity in KKLEB CF airway cells, primary screen, cytotoxicity control for CF NF-kB inhibitor project, cell-based, uHTS, fluorescence assay plates; KKLEB CF airway cells viability, ATPlite luminescence, overnight; stronger effect = lower value; cells stimulated with P. aeruginosa culture filtrate; activity change (cytotoxicity), % at 5 µM; hit rate 0.36% among 360,000; AID 602141, 2011;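 active means corrected activity change at or below -50% at 5 µM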
C8 TRAIL sens: viability loss with TRAIL in NB7+C8 cells, primary screen, TRAIL sensitizer project, cell-based, ATPlite luminescence; inhibition (viability loss, TRAIL sensitization), % at 10 µM; hit rate 1% among 360,000;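 active means compounds causing at least 50% loss of cell viability in the single-dose screen, relative to plate controls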
An asterisk follows results filed as active; . = not tested or not shown; & = joins results of further samples. Not all compounds are listed; rates above refer to the full screens.

Each structure is followed by: TROY signal inh	NR2F2 inh	NCOA1 inh	C8 TRAIL sens	NR5A2 inv ag	KKLEB cytotox	TWEAK Fn14 block	EBV LMP1 NFkB	CF NFkB block	NCOA3 inh	Shn3 3UTR inh
[1] Cc1cccc(CC(c2cccc(C)c2)N(C)C)c1 (stereo not drawn)
  -11	2	6	-2	6	-5	-3	3	-24	6	-12
[2] OC1/C(=C/c2ccccc2C(F)(F)F)N2CCC1CC2 (stereo not drawn)
  -28	-14	-28	-3	3	0	-12	5	0	22	12
[3] Cc1cccc(-n2c(-c3ccc([N+](=O)[O-])cc3)nc3ccccc3c2=O)c1
  1	-27	13	2	24	-4	6	6	-10	-1	-14
[4] Cc1ccc(C(=O)C2CN(C)CC2C(=O)c2ccc(C)cc2)cc1 (stereo not drawn)
  42	-19	-56	-5	-48	-4	-3	-9	-9	-40	-20
[5] O=C1NCN(c2ccccc2)C12CCN(C(c1ccccc1OC(F)(F)F)c1nnnn1C1CCCCC1)CC2 (stereo not drawn)
  25	-3	19	-12	-12	-18	-25	.	19	11	22
[6] O=c1[nH]c2c(c(=O)n1C1CCCCC1)CCC2
  -4	-3	5	9	2	4	8	-2	-2	11	-10
[7] C=Cn1ccnc1P(=S)(c1ccc(Cl)cc1)c1nccn1C=C
  8	-5	3	-3	-7	2	-12	0	2	24	7
[8] CCOC(=O)C1C(=O)N(C)C2(C)CC1c1cc(OC)ccc1O2 (stereo not drawn)
  -6	-14	-3	31	-6	-6	-28	2	1	3	5
[9] Clc1ccc(CNCCc2ccc3c(c2)OCO3)cc1
  12	-27	16	-4	-9	-1	-16	-1	4	-3	-2
[10] CNC(=O)OCc1n(C)cc[n+]1C
  -9	2	-4	-4	7	13	11	-2	-20	9	-27
[11] Cc1ccc2c(c1)=NC(=O)/C(=C/c1c(O)[nH]c(=O)[nH]c1=O)C=2
  9	-11	17	-3	11	-1	0	-5	2	-1	.
[12] O=C(O)CP(=O)(O)c1ccc(Cl)cc1
  11	6	-66	-11	2	8	-2	-2	-6	12	-12
[13] Cn1c(O)c(C(c2ccccn2)c2c(O)n(C)c(=S)[nH]c2=O)c(=O)[nH]c1=S
  -3	-8	7	-14	-25	8	-10	-6	0	4	2
[14] CC(=O)n1cc(C=C2C(=O)NC(=O)NC2=O)c2ccccc21
  -3	-6	-1	12	30	-2	1	2	-16	0	-5
[15] COc1cc(CNCCc2ccc3c(c2)OCO3)cc(OC)c1OC
  -2	-16	0	5	12	5	3	4	-2	19	18
[16] CCOC(=O)C1SC2(C(F)(F)C(F)F)CC1(O)c1c(c(OC)c3occc3c1OC)O2 (stereo not drawn)
  -1	6	-5	9	-9	4	10	-5	0	-6	-4
[17] CN(C)CCN(C(=O)COc1ccc(Cl)cc1)c1nc2cc3c(cc2s1)OCO3
  -5	-2	-24	-10	-14	-6	-1	-1	-7	6	-30
[18] CN(C)CCc1nn[nH]n1
  6	-16	-2	5	-5	-33	14	1	-4	-3	-21
[19] CC/C(=N\Nc1ccccc1)c1c(O)n(-c2ccc(OC)cc2)c(=O)[nH]c1=O
  3	0	-18	-2	8	24	2	-37	-11	21	4
[20] Cc1cccc(C(=O)Nc2ccc3c(c2)CC2(C(=O)N(C)C(=O)N(C)C2=O)C2CCCN32)c1 (stereo not drawn)
  -14	.	-14	9	-8	-5	7	6	-2	-10	-34

Following part:
Each structure is followed by: TROY signal inh	NR2F2 inh	NCOA1 inh	C8 TRAIL sens	NR5A2 inv ag	KKLEB cytotox	TWEAK Fn14 block	EBV LMP1 NFkB	CF NFkB block	NCOA3 inh	Shn3 3UTR inh
[21] COc1cc(C)c(-c2nc(CN3C[C@@H]4C[C@@H](C3)c3cccc(=O)n3C4)c(C)o2)cc1C
  10	19	-22	-1	6	5	-11	8	-5	9	6
[22] Cn1c(O)c(Cc2cccc(Cl)c2Cl)c(=O)n(C)c1=O
  1	-4	-4	-16	-40	4	17	4	-10	0	3
[23] COC(=O)C1=C(c2ccc(F)cc2OCc2ccccc2)C[C@@H]2CC[C@H]1N2C(=O)NCCCOC(C)C
  -6	-6	1	2	-12	0	-26	4	14	17	-2
[24] COC(=O)c1cccc(N=Cc2c(O)n(Cc3ccc(F)cc3)c(=O)[nH]c2=O)c1
  0	-12	-17	-19	-14	-2	-2	.	5	-1	-9
[25] CCC1(Cc2ccccc2)C(=O)NC(=S)N(C)C1=O (stereo not drawn)
  7	2	-2	4	-14	4	10	1	2	-10	-4
[26] Cc1ccc(/C=C2/C(=O)NC(=O)N(C)C2=O)cc1
  9	-1	-52	1	16	3	-9	-5	4	11	18
[27] COc1ccc(SCC2CN(C)CCC2c2ccc(F)cc2)cc1 (stereo not drawn)
  -8	-11	14	3	2	-11	0	-11	9	14	-7
[28] Cc1ncc(CN2CCCC(C(=O)c3sccc3C)C2)s1 (stereo not drawn)
  10	8	-12	-5	-12	9	8	3	4	16	-2
[29] COC1=CC=C2[C@H]3Cc4ccc(OC)c5c4[C@@]2(CCN3C)C1O5 (stereo partly drawn)
  -5	-11	2	0	-6	13	-16	-12	-6	10	0
[30] CC(C)(C)NCC(O)c1cc(Cl)c(N)c(Cl)c1 (stereo not drawn)
  1	-31	-18	-35	17	-23	4	0	4	-5	-3
[31] O=S1(=O)CC2(N3CCOCC3)CCCCC21 (stereo not drawn)
  10	-16	-23	5	-18	0	4	-2	3	-23	-12
[32] Cc1cccc(-n2c(/C=C/c3ccccn3)nc3ccccc3c2=O)c1
  9	-2	-1	10	30	14	21	5	1	0	-8
[33] CNC(=S)N(C)CCc1cc2c(c(OC)c1/C=C1/C(=O)NC(=O)N(C)C1=O)OCO2
  -5	10	-8	-1	-7	-6	15	16	8	-5	-22
[34] CN1CCN(C(=O)COc2ccc(C(C)(C)C)cc2Br)CC1
  -1	-20	2	3	-12	4	6	-2	1	4	-12
[35] Cc1nn(-c2ccccc2)c2c1CC1(C(=O)N(C)C(=O)N(C)C1=O)C1CCCCN21 (stereo not drawn)
  -3	-12	4	9	9	1	-3	-5	1	9	-9
[36] CC(=O)Nc1ccccc1C(=O)OCc1cccc(F)c1
  -5	-25	-64	-7	-23	12	-9	-20	-8	-19	-2
[37] COc1ccc(Cn2c(O)c(C=Nc3c(C)n(C)n(-c4ccccc4)c3=O)c(=O)[nH]c2=O)cc1
  10	0	-27	1	-1	3	-5	8	8	6	-4
[38] Cc1cccc(N2CCc3c2nc2ccccc2c3N)c1
  -36&-9	-4&3	-45&-7	2&-21	2&-18	0&-27	-10&-46	-7&-13	-39&-13	-14&4	12&-17
[39] Nc1ncc([N+](=O)[O-])s1
  -1	11	-26	-15	8	-2	11	9	-6	9	0
[40] CC1CCCC(C)N1/N=C/c1c[nH]c2ccc(Br)cc12 (stereo not drawn)
  4	11	8	4	-4	4	1	-7	10	-13	-5

More records.
Each structure is followed by: TROY signal inh	NR2F2 inh	NCOA1 inh	C8 TRAIL sens	NR5A2 inv ag	KKLEB cytotox	TWEAK Fn14 block	EBV LMP1 NFkB	CF NFkB block	NCOA3 inh	Shn3 3UTR inh
[41] O=C(N/N=C/c1c(O)n(CCc2ccccc2)c(=O)[nH]c1=O)c1ccccc1
  -52	-52	-37	-13	-39	9	-20	.	-6	-63	1
[42] O=C1N[C@H](Cc2ccccc2)C(=O)N2[C@@H]3[C@H](C[C@@H]12)c1ccccc1N3OOSc1ccccc1
  -6	-1	-26	4	-12	-4	13	-7	36	-11	-18
[43] O=C(NC(=S)N1C[C@H]2C[C@H](C1)c1cccc(=O)n1C2)c1ccc(Cl)cc1Cl
  5	5	-21	-6	15	1	15	7	-44	12	-26
[44] CC1CCN(CC(=O)c2ccccc2Cl)CC1
  -68	7	-61	21	-21	0	12	-6	2	-42	-42
[45] CCCNS(=O)(=O)c1ccc(OCC(=O)N2CCN(Cc3ccccc3)CC2)cc1
  5	8	7	7	22	8	9	8	0	10	33
[46] CCN1C[C@]2(C)CC[C@H](OC)[C@]34C2[C@H](OC(C)=O)[C@@]2(OCO[C@@]25C[C@H](OC)[C@H]2C[C@]3(O)C5[C@H]2OC)[C@@H]14
  3	0	0	-3	-17	4	9	3	10	6	6
[47] CCCCn1c(O)c(C(CC)=NCCN2CCCCC2)c(=O)[nH]c1=O
  0	15	-5	-8	3	6	-4	-3	4	5	-3

Among those listed so far, two have a nitro group on carbon:
Each structure is followed by: TROY signal inh	NR2F2 inh	NCOA1 inh	C8 TRAIL sens	NR5A2 inv ag	KKLEB cytotox	TWEAK Fn14 block	EBV LMP1 NFkB	CF NFkB block	NCOA3 inh	Shn3 3UTR inh
[3] Cc1cccc(-n2c(-c3ccc([N+](=O)[O-])cc3)nc3ccccc3c2=O)c1
  1	-27	13	2	24	-4	6	6	-10	-1	-14
[39] Nc1ncc([N+](=O)[O-])s1
  -1	11	-26	-15	8	-2	11	9	-6	9	0

Structures shown so far with bromine (2):
Each structure is followed by: TROY signal inh	NR2F2 inh	NCOA1 inh	C8 TRAIL sens	NR5A2 inv ag	KKLEB cytotox	TWEAK Fn14 block	EBV LMP1 NFkB	CF NFkB block	NCOA3 inh	Shn3 3UTR inh
[34] CN1CCN(C(=O)COc2ccc(C(C)(C)C)cc2Br)CC1
  -1	-20	2	3	-12	4	6	-2	1	4	-12
[40] CC1CCCC(C)N1/N=C/c1c[nH]c2ccc(Br)cc12 (stereo not drawn)
  4	11	8	4	-4	4	1	-7	10	-13	-5

Quoted from the listing.
NR2F2 inh, cpd 38 reads -4&3
NR2F2 inh, cpd 9 reads -27

Bioassay records: PubChem, several laboratories
